hcGAS inh = blocks human cGAS activity. Q8N884. recombinant h-cGAS, ATP depletion, Kinase-Glo luminescence. inhibition, % at 12.5 µM. 0.081% of 290,000 active. AID 1259398;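 note: 0% = vehicle reaction and 100% = reaction without DNA for no activity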
Target sequence (Q8N884 whole entry, looked up): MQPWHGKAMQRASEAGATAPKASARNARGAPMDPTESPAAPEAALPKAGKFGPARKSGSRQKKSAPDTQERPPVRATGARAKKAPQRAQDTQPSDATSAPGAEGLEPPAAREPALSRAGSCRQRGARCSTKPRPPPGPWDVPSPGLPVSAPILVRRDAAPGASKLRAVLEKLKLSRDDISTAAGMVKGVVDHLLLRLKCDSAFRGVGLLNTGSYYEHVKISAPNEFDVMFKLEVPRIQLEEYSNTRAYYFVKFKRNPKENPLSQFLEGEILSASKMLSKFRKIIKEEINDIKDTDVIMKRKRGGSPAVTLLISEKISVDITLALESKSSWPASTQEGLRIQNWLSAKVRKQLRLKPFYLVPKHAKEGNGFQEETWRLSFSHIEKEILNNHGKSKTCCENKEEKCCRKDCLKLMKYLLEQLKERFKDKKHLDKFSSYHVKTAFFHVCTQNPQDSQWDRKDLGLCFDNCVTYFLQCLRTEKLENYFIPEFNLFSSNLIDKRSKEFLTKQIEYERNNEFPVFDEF
NPYLR7 ag = mosquito NPYLR7 agonism | HEK293T NPYLR7/Galpha15, GCaMP6s calcium fluorescence | activation, % at 10 µM | 0.15% of 270,000 active | AID 1259423; in the data active = activation above about 40%;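 note: 0% = vehicle and 100% = reference agonist at the receptor; some compounds past the cut are filed as inactive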
mcGAS inh = inhibitors of mouse cGAS; inhibition, % at 12.5 µM; Q8C6L5; recombinant cGAS, Kinase-Glo ATP depletion luminescence; 0.15% of 160,000 active;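 note: 0% = negative control wells and 100% = reference inhibitor with no enzyme activity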
Starred values were filed as active, the others as inactive; · = not tested or not shown; & = joins results of further samples. Cut-off read from the data, not from the text of the source, unless noted: active = inhibition above about 40%; inactive = the rest.

compound	mcGAS inh	hcGAS inh	NPYLR7 ag
Cc1cccc2nc(-c3ccccc3Cl)c(NC(C)(C)CC(C)(C)C)n12	-8&-8	-6&-2	-4&1
CC1CCCCN1Cc1nc2c(c(=O)n(C)c(=O)n2C)n1Cc1ccc(F)cc1 (stereo not drawn)	-10	-5	5
COc1ccc(CC(=O)NC2CCCc3nc(-c4cccnc4)ncc32)cc1 (stereo not drawn)	·	-2	-2
Cc1ccc(S(=O)(=O)NC(C)C(=O)OCc2nnsc2Cl)cc1 (stereo not drawn)	·	-16	10
C=CCNC(=O)NC(=O)CSc1ncnc2sc3c(c12)CCC3	·	-7	0
O=C1CCCN1C(=O)CSc1nc2c(Cl)cc(Cl)cc2[nH]1	·	-2	0
CCOC(=O)c1cnc2c(F)cccc2c1N	·	3	9
O=C(NCc1ccc(C(F)(F)F)cc1)c1ccc(Cl)cc1N1CCCC1=O	·	1	1
CCOC(=O)c1c(NC(=O)c2snnc2C)c(-c2cccc(F)c2)cn1C	0	1	6
CCN(CC)CCCNc1c2c(c(C#N)c3nc4ccccc4n13)CCC2	·	5	4
Cc1cc(C)n(CCNC(=O)Cc2c(C)[nH]c3ccccc23)c(=O)n1	·	-4	4
O=C(NCc1cc2ccccc2s1)C1CCC(=O)N(CCc2cccc(F)c2)C1 (stereo not drawn)	·	-10	7
CC(C)C1=NOC(CNC(=O)c2ccc(C#CC(C)(C)O)o2)C1 (stereo not drawn)	-9	0	·
COc1ccc2c(=O)c(OC)c(-c3ccccc3)oc2c1	·	-1	-8
CN(C(=O)CCC(F)(F)F)C1CCCN(CCCc2ccccc2)C1 (stereo not drawn)	-7	1	3
CCN(CC)S(=O)(=O)c1ccc2c(c1)nc(SCc1cccc(Cl)c1)n2Cc1ccco1	-1	-4	28
O=C(Cn1ncn2nc(-c3ccc(Cl)cc3)cc2c1=O)Nc1ccccc1C(F)(F)F	-10	-9	-9
Fc1cccc(CSc2ncnc3c2nnn3Cc2ccccc2F)c1	-4	-3	3
Cc1c(C(=O)NCCc2cccc(Cl)c2)cnc2c(-c3ccc(F)cc3)cnn12	-4	-2	8
COC1CCN(S(=O)(=O)N2CCOC(c3ccc(Cl)cc3)C2)CC1 (stereo not drawn)	-1	-1	·
CN1CCN(Cc2nc(COc3ccccc3)no2)CC1c1ccccc1 (stereo not drawn)	·	-3	2
CC(=O)N1CCN(C(=O)C(C)Nc2ccc3ccccc3c2)CC1 (stereo not drawn)	·	-19	0
Cc1cc(C)cc(N2CC(C(=O)N(C)C(C)C)CC2=O)c1 (stereo not drawn)	-2	-5	·
Cc1cccn2c(CNCC(C)Oc3cccnc3)c(C(=O)N3CCOCC3)nc12 (stereo not drawn)	-3	-1	-8
CSCCNC(=O)c1c(C)noc1-c1cccc(F)c1	-1	-3	-3
CC(C1CC1)n1nccc1NC(=O)c1ccc(S(=O)(=O)N(C)C)cc1 (stereo not drawn)	-7	-9	9
O=S(=O)(NCc1ccccc1)NCc1noc(Cc2ccccc2)n1	·	-5	4
COC(=O)CCCC(=O)N1CCC(c2nc(-c3cccc(C)c3)no2)CC1	-6	-11	4
Cc1ccccc1Cc1nc(CSc2nnc(N)n2C)no1	·	4	0
CC(C)N1CCN(C2CCOC3(CCN(C(=O)Cc4cccc(F)c4)CC3)C2)CC1 (stereo not drawn)	-1	-6	·
O=C(c1c(F)cccc1F)N1CCc2ccccc2C1c1ccc(Cl)cc1 (stereo not drawn)	-7	-6	19
Fc1ccccc1Oc1ccc2c(-c3cccnc3)noc2n1	-7	-7	1
COc1ccc(CNC(=O)c2sc(=O)n(Cc3ccc(F)cc3)c2C)cc1OC	·	-9	9
Cn1nnc2cc(C3CC(=O)Nc4n[nH]c(-c5ccccc5)c43)ccc21 (stereo not drawn)	·	-2	6
CC(C)Cc1cc(C(=O)N2CCCN(C(=O)C3CCCO3)CC2)n(C)n1 (stereo not drawn)	·	0	1
CC(C(=O)NC1CCCC1)N(C)C/C=C/c1ccccc1 (stereo not drawn)	-10	-9	9
Cc1c(Cl)cccc1NC(=O)CN1C(=O)c2cccc([N+](=O)[O-])c2C1=O	-6	-10	-1
Cc1ccc(NC(=O)Cn2c(O)c(N=Nc3ccccc3C)c3ccccc32)cc1	-4	-1	-4
COCCCN(CC(=O)N1CCc2sccc2C1COc1ccc(F)cc1)C(=O)Nc1ccc(C)cc1 (stereo not drawn)	-4	-3	-2
O=C(COc1nnc2c(n1)Nc1ccccc1S2)N1CCCc2ccccc21	·	1	10
COc1cccc(CN2CCc3c(c(C(=O)NCCCN4CCOCC4)nn3C)C2)c1	-16	-8	13
COCCn1cnnc1C(C)NC1CCC2(CCNCC2)CC1 (stereo not drawn)	·	-10	0
O=C(N[C@H]1CCCCNC1=O)c1ccccc1OC1CCN(Cc2ccccn2)CC1	-8	-6	4
CCOc1ccccc1N1CCN(C(=O)c2csc(CN(CCOC)C(=O)Nc3ccc(Cl)c(Cl)c3)n2)CC1	-6	-8	-6
COCC(=O)n1nc(-c2ccccc2)nc1NCc1ccccc1	·	-7	-3
Cc1cccc(C2(NC(=O)CSc3nncs3)CCCC2)c1	1	5	-8
COc1cccc(Oc2cc(N3CCN(S(=O)(=O)c4ccc(C)cc4)C(C)C3)ncn2)c1 (stereo not drawn)	-6	-7	-6
CCC(CO)NP1(=O)C=C(c2ccccc2)SC(c2ccccc2)=C1 (stereo not drawn)	·	-3	0
Cc1ccc(-c2nc(C=Nc3ccc(C(=O)O)cc3)c(O)o2)cc1	-7	-9	-4
N#Cc1cncc(N2CCc3ccccc3C2)n1	·	2	3
COc1cc(NC(=O)Cn2cnc([N+](=O)[O-])n2)c(OC)cc1Cl	-1	0	-4
COc1ccccc1CN1C(=O)C(Cc2ccccc2)ON=C1c1ncccc1C (stereo not drawn)	·	-5	9
CC(C)N(C)Cc1nnnn1CC(=O)N1CCN(c2cccc(C(F)(F)F)c2)CC1	·	-4	3
CCCCN(Cc1cccn1Cc1cccc(C)c1)C(=O)CN(CCOC)C(=O)COc1ccccc1	-1	4	-8
CC(=O)Nc1ccc(N2C(=O)CSC2c2cccc(C(F)(F)F)c2)cc1 (stereo not drawn)	·	-8	-4
Cc1ccccc1-n1c(SCC(=O)N2CCOCC2)nnc1-c1ccncc1	-6	-5	31
CS(=O)(=O)c1ccc2nnn(OCc3cccc(F)c3)c2c1	·	-8	-2
Cc1cc(OCC(=O)NNC(=O)C(C)N2C(=O)c3ccccc3C2=O)cc(C)c1Cl (stereo not drawn)	-7	-6	-5
CC(C)NC(=O)CN1CCN(Cc2nnc(CC3CCNCC3)n2C)CC1	-15	1	9
CCC1CCCCN1C(=O)C1CCCN1C(C)=O (stereo not drawn)	-6	-16	·

Reformatted: results already given
Sequence of screens: mcGAS inh, hcGAS inh, NPYLR7 ag
> COc1ccccc1CN1C(=O)C(Cc2ccccc2)ON=C1c1ncccc1C (stereo not drawn)
    ·, -5, 9
> CC(C)N(C)Cc1nnnn1CC(=O)N1CCN(c2cccc(C(F)(F)F)c2)CC1
    ·, -4, 3
> CCCCN(Cc1cccn1Cc1cccc(C)c1)C(=O)CN(CCOC)C(=O)COc1ccccc1
    -1, 4, -8
> CC(=O)Nc1ccc(N2C(=O)CSC2c2cccc(C(F)(F)F)c2)cc1 (stereo not drawn)
    ·, -8, -4
> Cc1ccccc1-n1c(SCC(=O)N2CCOCC2)nnc1-c1ccncc1
    -6, -5, 31
> CS(=O)(=O)c1ccc2nnn(OCc3cccc(F)c3)c2c1
    ·, -8, -2
> Cc1cc(OCC(=O)NNC(=O)C(C)N2C(=O)c3ccccc3C2=O)cc(C)c1Cl (stereo not drawn)
    -7, -6, -5

Other records follow.
compound	mcGAS inh	hcGAS inh	NPYLR7 ag
Cc1[nH]n(-c2nc(-c3ccccc3)cs2)c(=O)c1N=Nc1ccccc1[N+](=O)[O-]	-6	-5	-6
CCc1nnc(SCc2cc(=O)n3ccccc3n2)c2cc3occc3n12	·	1	6
CCc1[nH]n2c(=O)c(CC(=O)OC)c(C)nc2c1-c1ccc(OC)cc1	·	-6	-17
CCc1ccc(-n2c(Cc3nc(C)cs3)n[nH]c2=O)cc1	·	-8	9
Cc1ccc(C2c3cccn3CCCN2Cc2ccncc2)cc1C (stereo not drawn)	0	1	-4
O=c1[nH]c(Nc2ccccc2)cc2ccccc12	·	-8	7
CC(Cc1ccc2c(c1)OCO2)c1nccn1Cc1ccoc1 (stereo not drawn)	-11	-6	-5
COc1ccccc1CCC(=O)Nc1ccc2c(c1)CN(C(C)C(C)C)C2 (stereo not drawn)	·	-8	4
N#Cc1ccc(NN=C(c2ccccc2)c2ccccc2)c([N+](=O)[O-])c1	-7	-11	-1
CC(NS(C)(=O)=O)C(=O)NC(C)c1cccc(Cl)c1Cl (stereo not drawn)	·	-16	-7
Cc1cc(C(C)(C)C)ccc1OCC(O)Cn1cnc2ccsc2c1=O (stereo not drawn)	·	-6	4
CCN1CCCC1CNC(=O)CCc1cc2c(n1-c1ccc3c(c1)OCO3)-c1ccccc1CC2 (stereo not drawn)	-8	-5	-1
CCN(CC)CCN(C(=O)c1cc(C)n(C)n1)c1nc2c(OC)ccc(C)c2s1	-6	-7	2
O=C1CCC2(CCNCC2)CN1Cc1nnc2n1CCCC2	-5	-12	·
CCN(CC)c1c(C)nc2ccc(C(=O)NC3CCN(C)CC3)cn12	-2	-6	-2
COc1cc(C=C2Oc3cc(O)ccc3C2=O)cc(OC)c1OC	·	-8	83*
COc1ccccc1NC(=O)CC1SC(=NCCc2cccs2)NC1=O (stereo not drawn)	·	-9	7
CCC(=O)Nc1c(-c2ccc(C)cc2)nc2ccc(C)cn12	-2	-1	-5
OC(CC1COCCN1)c1cccs1 (stereo not drawn)	-17	-15	4
CC(C)(C)c1cc(C(F)(F)F)n2ncnc2n1	-3	-15	11
CCOC(=O)C1CCCN(C(=O)c2cc3n(n2)CCN(CC2CC2)C3=O)C1 (stereo not drawn)	0	1	-9
CN(C)CCN(Cc1cc(NC(=O)c2ccccc2Cl)ccc1N(C)C)C(=O)c1ccco1	-3	0	-5
Cc1cc(Oc2cnn(C)c(=O)c2Nc2cccc(C(=O)N3CCN(C)CC3)c2)ccc1Cl	-4	-6	8
CCn1c(Cc2ccccc2)n[nH]c1=S	-4	-4	-7
COc1ccc(CN2CCN(C3CCCCC3)CC2CCO)c(C)c1C (stereo not drawn)	-4	-3	6
COC(=O)c1oc2c(c1C)C(=O)CC(c1ccc(F)cc1)C2 (stereo not drawn)	·	-12	-1
CC(=O)Oc1ccc2c(=O)c(-c3ccc4c(c3)OCCCO4)c(C)oc2c1OC(C)=O	-6	-3	12
CCOc1ccccc1CN1CCC(CCC(=O)NCc2ccc(F)cc2)CC1	·	-10	7
Cc1ccc(OCC(=O)N2CCC(n3cc(-c4ccccn4)nn3)CC2)cc1	-16	-5	2
CSc1ccccc1C(=O)Nc1cc(C)nn1-c1nc2c(cnn2-c2ccc(F)cc2)c(=O)[nH]1	5	-5	·
CCc1nc2ccc(C(=O)N(C)CCCN(C)C)cn2c1N(C=O)CCC(C)C	-3	-1	-4
O=C1/C(=C/c2cccnc2)Oc2cc(OC(=O)N3CCOCC3)ccc21	-9	-5	3
CC1CCN(c2ccc(NC(=O)c3ccc(-c4ccccc4)cc3)cc2C(=O)NCC2CCCO2)CC1 (stereo not drawn)	2	3	-1
CCCCCCc1ccc(C(=O)N2CCSC2c2ccc(C(F)(F)F)cc2)cc1 (stereo not drawn)	-7	-8	20
COc1ccccc1OCC1CN(C(=O)C(C)NC(=O)OCc2ccccc2)CCO1 (stereo not drawn)	·	-6	27
CCC1OC(=O)CC(O)C(C)C(OC2OC(C)CC(N(C)C)C2O)C(CC=O)CC(C)C(=O)/C=C/C2(C)OC2C1C (stereo not drawn)	·	-7	-20
N#CCC(=O)NC1CCCCC1	·	-7	1
CC#CCN1CCC2(CC1)CN(CC(=O)OC)C(=O)O2	·	-2	11
O=c1c2c3c(sc2ncn1CCc1cnn(-c2ccccc2)c1)CNCC3	-13	-1	-5
O=C(Nc1ccccc1CCC(F)(F)F)C1=CCCCO1	-5	-8	9
COc1ccccc1-n1c(SCC(=O)Nc2cc(C)on2)nc2c([nH]c3ccccc32)c1=O	-5	-3	-8
CCOc1ccc2nc(N=Cc3nc(-c4ccccc4)oc3O)sc2c1	-8	-1	-7
Cc1cccc(COCC2CN(C(=O)c3ccc(C#N)cc3F)CCO2)c1 (stereo not drawn)	-3	-1	-5
Cc1cccc(NC(=O)N2CCOC(C)(c3cnn(C)c3)C2)c1Cl (stereo not drawn)	·	-6&7	4&-24
Cc1sc2nc3c4ccccc4c(NCC4CN(CC(C)C)CCO4)nn3c(=O)c2c1C (stereo not drawn)	-7	-8	6
CC(C)(C)c1nc(CS(=O)(=O)CC(O)c2ccccc2)no1 (stereo not drawn)	-3	-1	7
CCC(C)N1C(=O)/C(=C\c2ccc(OCC(=O)O)cc2)N(C)C1=S (stereo not drawn)	10	5	0
O=C(NC1CCCCC1)c1cc(-c2ccc([N+](=O)[O-])cc2)nn1-c1ccccc1Cl	-5	0	0
